Rab2A wt mod: changes GTP binding to wildtype dog Rab2A, up or down; GTP binding activity, % at 10 µM; GST-Rab2 wt beads, Bodipy-GTP binding, flow cytometry; 190,000 compounds, 0.19% hits;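 active means GTP binding activity at least 20 points away from 100%, either lowered or raised; inconclusive means signal likely due to the compound's own green fluorescence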;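 further: 0% = beads with excess unlabeled GTP and 100% = no-compound control corrected for plate trend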
Cdc42 wt: changes GTP binding to wildtype human Cdc42; GST-Cdc42 beads, Bodipy-GTP binding, flow cytometry; actives lie on both sides; percent activity (GTP binding), % at 10 µM; 190,000 compounds, 0.2% hits; AID 761;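 active means percent activity GTP binding at least 20 points away from the 100% baseline, either down as inhibitor or up as activator; inconclusive means compound flagged as likely green fluorescent from well-wide comparison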;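 further: median bead fluorescence of bound Bodipy-FL-GTP at 100 nM; 0% = excess unlabeled GTP control and 100% = no compound control; below 100% means less GTP binding so inhibitor and above means activator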
Target sequence (P60953 whole entry, looked up): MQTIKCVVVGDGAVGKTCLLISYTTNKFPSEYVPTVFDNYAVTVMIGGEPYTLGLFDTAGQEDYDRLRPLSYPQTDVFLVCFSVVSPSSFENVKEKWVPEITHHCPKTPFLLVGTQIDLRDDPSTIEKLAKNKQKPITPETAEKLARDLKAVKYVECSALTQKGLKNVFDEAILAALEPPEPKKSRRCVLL
HRas wt GTP: modulators of GTP binding to human HRas wildtype. GTP binding activity, % at 10 µM. 190,000 compounds, 0.14% hits. GST-Ras wt beads, Bodipy-FL-GTP binding, flow cytometry; actives lie on both sides. P01112;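 active means GTP binding activity at least 20% away from the 100% baseline, either lowered as inhibitor or raised as activator; inconclusive means flagged as likely green fluorescent, judged across all proteins in the well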;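 further: 0% = unlabeled GTP competition control and 100% = no-compound control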
Target sequence (P01112 whole entry, looked up): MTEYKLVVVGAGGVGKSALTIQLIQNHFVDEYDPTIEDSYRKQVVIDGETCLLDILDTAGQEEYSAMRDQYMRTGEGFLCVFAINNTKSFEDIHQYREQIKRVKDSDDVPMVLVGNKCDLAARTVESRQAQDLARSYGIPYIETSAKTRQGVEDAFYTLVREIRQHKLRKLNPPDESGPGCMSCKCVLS
ABCB1 inh: blocks JC-1 efflux by human ABCB1 transporter; AID 1326; inhibition, % at 6.6 µM; 190,000 compounds, 0.067% hits; CCRF-Adr cells, flow cytometry; in the data active means inhibition above about 40%;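 further: 0% = vehicle and 100% = reference inhibitor; higher value means more JC-1 retained so stronger ABCB1 efflux block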
Rac1 mut GTP: modulators of GTP binding to human Rac1 activated mutant | 190,000 compounds, 0.11% hits | GST-Rac1 activated beads, fluorescent GTP binding, flow cytometry; actives lie on both sides; 100% means binding = to untreated wells | percent activity (GTP binding), % at 10 µM;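 active means GTP binding at least 20 percentage points away from the 100% baseline, in either direction, so actives lie on both sides; inconclusive means Compound likely fluorescent itself, or too few beads counted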
Rac1 wt GTP bind: alters GTP binding to wildtype human Rac1 | P63000 | GST-Rac1 beads, fluorescent GTP binding, flow cytometry; actives lie on both sides; 0 = cold GTP competed, 100 = untreated | GTP binding activity (% of control), % at 10 µM | 190,000 compounds, 0.27% hits | AID 757;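 active means GTP binding activity at least 20 points away from the 100% control level, either lower or higher; inconclusive means compound flagged as likely green fluorescent, judged across all proteins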
Pf gametocyte: kills late stage P. falciparum gametocytes; 150,000 compounds, 0.065% hits; inhibition, % at 10.9 µM; P. falciparum stage V gametocytes, ATP luminescence, 24 h;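 active means inhibition above the mean plus 3 SD of compounds within the control limits, set per campaign, cut at about 38% in these data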;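 further: 0% = DMSO wells and 100% = medium only without gametocytes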
Rab7 wt GTP bind: dog Rab7 wildtype GTP binding, inhibitors and activators. GST-Rab7 beads, fluorescent GTP binding, flow cytometry; actives lie on both sides; untreated = 100%, excess cold GTP = 0%. GTP binding activity (percent of control), % at 10 µM. 190,000 compounds, 0.055% hits. AID 758;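 active means fluorescent GTP binding to Rab7 beads changed by at least 20 points from the 100% baseline, either direction, mostly lower; inconclusive means compound itself probably fluorescent, or too few beads counted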;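 further: median green fluorescence of bound Bodipy-FL-GTP per Rab7 bead population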
Avidin fluor: compound fluoresces at 488/530 nm on avidin beads. fluorescence (KMESF) at 10 µM. 220,000 compounds, 0.38% hits. compound fluorescence 488/530 nm, flow cytometry; stronger effect = higher value; in the data active means fluorescence above about 47; further: inactives centre near 10
ABCG2 inh: inhibitors of human ABCG2 transporter, ABCB1 counter-screen. Q9UNQ0. 190,000 compounds, 0.1% hits. AID 1325. inhibition, % at 6.6 µM. IgMXP3 cells, JC-1 efflux, flow cytometry;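 active means inhibition above 80%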;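 further: 0% = DMSO and 100% = nicardipine control wells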
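Assay system – ABCG2 IgMXP3 and barcoded ABCB1 CCRF-Adr cell mix · Input – 3 million cells/mL in well · Reagent – JC-1 fluorescent substrate · Compound – single test compound dose, 6.6 µM final · Timing – 10 min exposure at 25 °C with rotation, no wash · Detection – flow cytometry of retained JC-1 fluorescence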
Mcl1 Noxa PPI: Mcl-1/Noxa interaction inhibition. Q07820. TR-FRET Mcl-1/Noxa peptide binding, 2 h. inhibition, % at 21.7 µM. 220,000 compounds, 1.5% hits. AID 1022;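 active means compounds that cut the protein-peptide binding signal by more than 50% relative to plate controls in a single-dose test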;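 further: His-tagged Mcl-1 with rhodamine Noxa BH3 peptide and terbium anti-His antibody; 0% = Mcl-1 plus Noxa peptide wells and 100% = peptide-only wells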
Target sequence (Q07820 whole entry, looked up): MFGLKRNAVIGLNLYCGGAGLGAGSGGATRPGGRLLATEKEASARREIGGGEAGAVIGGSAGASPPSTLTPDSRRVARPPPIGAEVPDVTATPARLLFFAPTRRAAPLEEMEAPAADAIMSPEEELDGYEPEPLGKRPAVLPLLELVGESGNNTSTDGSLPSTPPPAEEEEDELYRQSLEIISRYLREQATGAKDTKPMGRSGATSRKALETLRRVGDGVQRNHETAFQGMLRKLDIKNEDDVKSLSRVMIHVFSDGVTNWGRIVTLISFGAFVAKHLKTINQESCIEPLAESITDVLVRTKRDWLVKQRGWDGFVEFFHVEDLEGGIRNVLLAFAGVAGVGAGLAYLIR
* marks the source's active call; other numbers are inactive results; ? = inconclusive; nt = not tested or not shown.

The line under a structure holds: Rab2A wt mod	Cdc42 wt	HRas wt GTP	ABCB1 inh	Rac1 mut GTP	Rac1 wt GTP bind	Pf gametocyte	Rab7 wt GTP bind	Avidin fluor	ABCG2 inh	Mcl1 Noxa PPI
> Cc1ccc2c(c1)N(CC(=O)N1CCN(c3nc4ccccc4s3)CC1)C(=O)C(C)O2 (stereo unspecified)
 : 98.0	99.0	98.0	0.6	97.0	100.0	17.5	97.0	31	0.3	-3.4
> COc1cccc2cc3c(=O)oc4ccccc4c3nc12
 : 98.0	97.0	98.0	0.8	97.0	96.0	nt	99.0	17	6.9	-4.7
> COc1ccc(C2CC(=O)c3sc(NC(C)=O)nc3C2)cc1 (stereo unspecified)
 : 100.0	100.0	100.0	-0.4	97.0	106.0	nt	99.0	5	20.0	49.4
> Cn1cc(CN2CCCC(CNC(=O)c3ccc4c(c3)OCO4)C2)c2ccccc21 (stereo unspecified)
 : 99.0	100.0	99.0	0.5	98.0	98.0	14.7	96.0	11	1.1	12.4
> CCn1c(SCC(=O)O)nnc1-c1ccc2[nH]c(C)c(C)c2c1
 : 96.0	97.0	97.0	0.0	99.0	98.0	-19.3	93.0	4	4.2	3.8
> Cc1nc2cc(C(=O)OCC(=O)Nc3cccc(Cl)c3)ccc2n1-c1ccccc1
 : 87.0	94.0	94.0	-0.2	90.0	91.0	19.3	91.0	11	0.4	22.0
> COc1ccc(-c2cc3nc4c(c(N5CCC6(CC5)OCCO6)n3n2)CCC4)cc1
 : 100.0	99.0	100.0	3.4	97.0	103.0	nt	105.0	11	7.6	0.7
> COc1ccc(CC(=O)Nc2ccc(C(=O)NCC(C)C)cc2)cc1
 : 104.0	104.0	104.0	-0.1	101.0	103.0	17.1	95.0	8	0.5	6.7
> COc1ccc2c(c1)c(=O)cc(-c1ccccc1)n2C
 : 101.0	98.0	98.0	0.8	99.0	101.0	nt	100.0	3	4.7	-11.6
> Cc1nn(C)c(C(=O)N2CCN(C(=O)c3ccco3)CC2)c1[N+](=O)[O-]
 : 101.0	103.0	102.0	0.5	101.0	104.0	nt	102.0	3	3.2	7.6
> CC(C)(C)c1nnc2sc(SCC(=O)N3CCCc4ccccc43)nn2c1=O
 : 95.0	97.0	96.0	0.3	94.0	97.0	-5.2	93.0	8	1.2	18.3
> O=C(C1CCCN(S(=O)(=O)c2ccccc2)C1)N1CCCc2ccccc21 (stereo unspecified)
 : 104.0	102.0	102.0	1.0	99.0	108.0	29.2	98.0	34	-0.7	22.8
> O=C1c2[nH]nc(-c3ccccc3O)c2C(c2ccccc2)N1Cc1ccco1 (stereo unspecified)
 : 104.0	104.0	102.0	0.7	100.0	100.0	-20.5	97.0	14	2.9	6.5
> O=C(CN(c1ccccn1)S(=O)(=O)c1ccc(F)cc1)Nc1ccc(F)cc1F
 : 97.0	99.0	94.0	0.3	96.0	100.0	11.6	98.0	13	2.1	-1.6
> COc1ccc(OC)c(C2=C/C(=C/c3ccccn3)C(=O)O2)c1
 : 100.0	92.0	96.0	0.3	94.0	96.0	3.8	109.0	9	8.0	21.6
> CCOc1ccccc1N1CC(C(=O)N2CCc3ccccc3C2)CC1=O (stereo unspecified)
 : 99.0	96.0	98.0	-0.8	99.0	101.0	-13.2	95.0	9	-2.0	-6.1
> O=C(c1ccc(Cl)cc1)[C@@H]1[C@@H]2C(=O)N(c3cccc4ccccc34)C(=O)[C@@H]2C2c3ccccc3C=NN21 (stereo partly specified)
 : 101.0	107.0	100.0	1.9	101.0	109.0	-9.9	100.0	15	3.0	-9.7
> Cc1nn(CC(=O)NC(C)C)c(C)c1[N+](=O)[O-]
 : 98.0	98.0	97.0	0.7	93.0	97.0	21.6	101.0	10	1.0	-3.7
> c1ccc2c(c1)C(=NC1CCCCC1)NC2=NC1CCCCC1
 : 107.0	108.0	105.0	0.4	103.0	105.0	33.0	101.0	9	1.6	-10.3
> Cc1ccc2cc(CN(CC3CCCO3)C(=O)NC3CCCCC3)c(=O)[nH]c2c1C (stereo unspecified)
 : 95.0	98.0	95.0	2.8	97.0	98.0	12.3	95.0	32	4.8	9.9
> CCOC(=O)C1(CCc2ccccc2)CCN(Cc2cnc(N(C)C)s2)CC1
 : 97.0	96.0	97.0	1.5	94.0	98.0	-18.0	104.0	9	1.1	-0.9
> Clc1ccc(Cl)c2sc(N3CCCC3)nc12
 : 103.0	102.0	100.0	1.0	99.0	102.0	-3.4	102.0	16	13.6	3.8
> COc1cccc(N2CCN(C(=O)c3cccnc3)CC2)c1
 : 99.0	99.0	98.0	0.0	96.0	95.0	nt	96.0	19	-1.0	2.1
> CCC(=O)NC(c1cccs1)c1cc([N+](=O)[O-])c2cccnc2c1O (stereo unspecified)
 : 95.0	93.0	99.0	-0.7	95.0	95.0	-11.6	100.0	9	-2.8	-7.3
> CCCn1c(C)cc(/C=C(\C#N)C(=O)OCC(=O)NC(=O)NCC)c1C
 : 105.0	103.0	104.0	2.2	101.0	108.0	11.2	103.0	13	44.7	-14.1
> Cc1cccc(C(=O)NCCc2csc(C)n2)c1
 : 103.0	106.0	101.0	-2.5	100.0	106.0	nt	101.0	9	-3.9	7.5
> CCN(CCO)Cc1csc2ccccc12
 : 100.0	100.0	100.0	0.1	100.0	104.0	-37.0	98.0	12	1.3	28.8
> c1ccc(CN2CCN(c3nc(NCc4ccco4)c4ccccc4n3)CC2)cc1
 : 102.0	100.0	101.0	0.8	101.0	103.0	-16.6	105.0	5	1.2	6.4
> N#CCSc1nnc(-c2ccccc2O)n1CCc1ccccc1
 : 94.0	96.0	98.0	1.3	94.0	91.0	-7.0	94.0	10	7.2	nt
> Cc1cc(C)c(C#N)c(SCC(=O)c2ccccc2)n1
 : 97.0	93.0	98.0	0.4	97.0	98.0	17.5	102.0	10	2.9	-4.1

The final two records of the part above open the next one:
The line under a structure holds: Rab2A wt mod	Cdc42 wt	HRas wt GTP	ABCB1 inh	Rac1 mut GTP	Rac1 wt GTP bind	Pf gametocyte	Rab7 wt GTP bind	Avidin fluor	ABCG2 inh	Mcl1 Noxa PPI
> N#CCSc1nnc(-c2ccccc2O)n1CCc1ccccc1
 : 94.0	96.0	98.0	1.3	94.0	91.0	-7.0	94.0	10	7.2	nt
> Cc1cc(C)c(C#N)c(SCC(=O)c2ccccc2)n1
 : 97.0	93.0	98.0	0.4	97.0	98.0	17.5	102.0	10	2.9	-4.1
> O=C(O)C1CC(O)CN1C(=S)Nc1ccccc1 (stereo unspecified)
 : 98.0	95.0	97.0	0.1	96.0	96.0	-16.9	96.0	22	0.3	-6.1
> CC1(C)CC(=O)C2=C(C1)OC(c1cccs1)C(C#N)=C2N (stereo unspecified)
 : 96.0	100.0	97.0	0.7	91.0	96.0	1.6	95.0	15	1.7	16.0
> COc1ccc(CN=Nc2cc(C)nc(NS(=O)(=O)c3ccccc3Cl)n2)cc1
 : 91.0	88.0	89.0	0.1	90.0	82.0	-0.6	98.0	21	0.0	36.6
> O=C(Nc1cc(C(F)(F)F)ccc1N1CCOCC1)c1cccs1
 : 96.0	100.0	100.0	0.1	98.0	102.0	nt	94.0	15	2.2	8.9
> O=C(CSc1ccc(Cl)cc1)NC1CCCC1
 : 100.0	103.0	104.0	0.7	100.0	104.0	10.5	104.0	nt	2.2	9.1
> COC(=O)/C(=C\Nc1ccc(Cl)cc1Cl)NC(=O)c1ccccc1
 : 100.0	98.0	100.0	0.2	97.0	97.0	nt	106.0	9	4.9	6.4
> CCCC(c1nnnn1C1CCCCC1)N1CCN(c2ncccn2)CC1 (stereo unspecified)
 : 101.0	103.0	102.0	0.2	101.0	104.0	nt	99.0	4	0.1	22.9
> CCOC(=O)c1cc2ccc(OC)cc2oc1=O
 : 97.0	98.0	98.0	0.5	96.0	98.0	nt	98.0	36	3.7	2.7
> Cc1ccc(C23CC4CC(CC(NC(=O)NC(C)(C)CO)(C4)C2)C3)cc1
 : 102.0	105.0	102.0	0.8	101.0	104.0	-6.3	100.0	11	7.4	5.6
> COC(=O)c1ccc2c(c1)NC(=O)C(N1CCCCC1)S2 (stereo unspecified)
 : 102.0	102.0	101.0	0.8	99.0	107.0	nt	103.0	22	16.2	-1.8
> CCOc1ccccc1/C=N/NC(=O)c1cccc(S(=O)(=O)N2CCOCC2)c1
 : 93.0	96.0	95.0	1.3	93.0	97.0	-19.8	98.0	9	5.7	-2.8
> C/C(=N/NC(=O)c1sc(NS(=O)(=O)c2ccc(C)cc2)nc1C)c1sc(N)nc1C
 : 95.0	92.0	92.0	0.3	93.0	93.0	nt	96.0	17	0.9	30.7
> Cc1ccc(OCC(=O)N/N=C\c2c(C)n(C)c3ccccc23)c([N+](=O)[O-])c1
 : 98.0	99.0	96.0	0.4	98.0	100.0	nt	98.0	11	0.9	27.3
> CC(C)(C)c1cc(CNC2CS(=O)(=O)C[C@@H]2O)cc(C(C)(C)C)c1O (stereo partly specified)
 : 102.0	105.0	103.0	0.4	101.0	109.0	nt	102.0	7	0.5	13.8
> CCOc1ccc(CN(C)CC(=O)Nc2cccc(S(=O)(=O)N(C)c3ccccc3)c2)cc1
 : 98.0	97.0	101.0	1.9	96.0	97.0	7.1	101.0	11	7.9	29.5
> CC1CCc2cc(F)ccc2N1C(=O)CN1C(=O)c2ccccc2C1=O (stereo unspecified)
 : 100.0	103.0	101.0	1.2	99.0	102.0	nt	100.0	42	4.2	-5.8
> Cc1cc(C)c2c(=O)n(-c3ccccc3)[nH]c2n1
 : 94.0	98.0	98.0	0.3	94.0	100.0	7.7	95.0	7	1.3	13.7
> CCCCN1C(=O)C2NN=C(C(=O)OC)C2C1=O (stereo unspecified)
 : 101.0	103.0	102.0	0.9	101.0	104.0	-6.3	98.0	4	1.3	22.1
> Cc1ccc(SCCNC(=S)Nc2ccc(C)c(C)c2)cc1
 : 90.0	96.0	95.0	0.3	91.0	96.0	-15.5	88.0	34	4.6	2.7
> COc1ccc(N2CC(C(=O)Nc3nccs3)CC2=O)cc1 (stereo unspecified)
 : 94.0	97.0	95.0	0.7	93.0	92.0	nt	94.0	31	3.4	13.2
> O=C(Cn1ncc2c(=O)oc3ccccc3c21)N1CCC(N2CCCCC2)CC1
 : 95.0	97.0	96.0	-0.1	96.0	94.0	nt	93.0	6	-0.2	20.4
> O=C(Nc1nc2ccccc2n1CCN1CCCCC1)C1CCCCC1
 : ?	?	?	0.4	?	?	nt	?	15	4.0	7.1
> Cn1nnnc1SCC(=O)Nc1ccc(N2CCOCC2)cc1
 : 99.0	102.0	99.0	0.3	100.0	105.0	2.2	98.0	30	3.8	1.3

High-throughput results from PubChem.
